Epigenetic reg – derepresses silenced GFP reporter in murine cells; murine LDR cells, GFP reporter derepression, 30 h; Potency, µM (highest dose often 53.9 µM), without a hit: top-dose GFP activation, most hits filed as activators; actives 0.2% (n = 280,000); AID 1865; also: potency is read from the fitted curve at half-maximal effect; % of control where 0% means no effect; nearly all actives have a fitted effect of over 60% in size
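Murine LDR cells carrying a silenced, genomically integrated CMV-driven GFP reporter were exposed to compound for 30 hours at 37 C. After PBS washes, GFP-positive cells (20–120 um objects) were counted by laser-scanning microplate cytometry.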
aGal spleen mod – inhibitors or activators of human alpha-galactosidase in spleen homogenate; human spleen homogenate, 4MU-alpha-Gal fluorescence, 40 min; Potency, µM (doses to about 80 µM), inactives show at the top dose activity change, negative = inhibition, most hits filed as inhibitors; actives 0.008% (n = 240,000);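 also: potency is read from the fitted curve at half-maximal effect; 0% = enzyme with vehicle and -100% = no enzyme basal signal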
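qHTS titration in buffer at pH 5.0. Alpha-galactosidase activity in spleen homogenate was measured via 4-methylumbelliferone release from 1 mM fluorogenic substrate after 40 min at 37C and a pH 10 stop. AC50 came from Hill fits of control-normalized data.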
Lamin A splicing – modulators of lamin A splicing; HeLa LMNA splicing GFP/RFP minigene ratio, 48 h; Potency, µM (top dose mostly 46.1 µM), without a hit: top-dose ratio change, negative = inhibition, hits mostly inhibitors; actives 0.01% (n = 200,000); AID 1487; active = well fitted inhibition curve with a large enough effect in the signal ratio, with a control signal flat, not every such curve was filed as active; inconclusive = small, poorly fitted or top-dose-only effect, or effect the other way, or a change in a side signal; the % refers to the signal ratio; also: potency is read from the fitted curve at half-maximal effect; % is scaled to controls: 0 for no effect and ±100 for the full control effect
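Read-out is the ratio of GFP to DsRed2 object intensity, acquired by 488 nm laser-scanning cytometry on HeLa lamin A-EGFP minigene reporter cells. Compound incubation 48 hrs at 37 °C in Opti-MEM with 2% FBS; DMSO 0.5% final.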
KinaseGlo FLuc – blocks Kinase-Glo luciferase, a counter-screen artifact | actives 0.28% (n = 200,000) | Kinase-Glo luciferase, ATP luminescence, 8 min | Potency, µM (highest dose often 38.3 µM), for inactives: at the highest dose activity change, negative = inhibition, usual class: inhibitors; also: potency is read from the fitted curve at half-maximal effect; % is scaled to controls: 0 for no effect and ±100 for the full control effect; nearly all actives have a fitted effect of over 60% in size
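Substrate mix (final 50 mM imidazole pH 7.2, 50 mM KCl, 7 mM MgCl2, 10 uM ATP, 0.01% Tween 20, 0.05% BSA) plus pin-tool compound, then Kinase-Glo detection mix; 8 min ambient, luminescence read.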
CBFb-RUNX1 inh – inhibitors of human CBF-beta and RUNX1 interaction; AlphaScreen CBFb-His/RUNX1-biotin binding, biochemical; Potency, µM (doses to about 59.8 µM), without a hit: at the highest dose activity, negative = inhibition, actives largely listed as inhibitors; Q01196+Q13951; 230,000 tested, under 10 active; also: % of control where 0% means no effect
Target sequence (Q01196 whole entry, looked up): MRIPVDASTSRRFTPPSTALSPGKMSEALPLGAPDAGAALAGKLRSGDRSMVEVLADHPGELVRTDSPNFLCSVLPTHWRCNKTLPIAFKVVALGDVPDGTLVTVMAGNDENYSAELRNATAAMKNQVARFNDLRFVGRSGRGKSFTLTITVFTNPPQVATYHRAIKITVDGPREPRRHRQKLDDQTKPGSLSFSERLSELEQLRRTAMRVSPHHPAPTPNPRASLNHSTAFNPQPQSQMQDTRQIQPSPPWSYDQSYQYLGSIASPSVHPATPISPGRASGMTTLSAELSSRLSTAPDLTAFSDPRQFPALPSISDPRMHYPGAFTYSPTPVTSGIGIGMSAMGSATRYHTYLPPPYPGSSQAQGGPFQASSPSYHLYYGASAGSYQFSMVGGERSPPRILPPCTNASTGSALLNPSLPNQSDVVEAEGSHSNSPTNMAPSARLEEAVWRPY
Target sequence (Q13951 whole entry, looked up): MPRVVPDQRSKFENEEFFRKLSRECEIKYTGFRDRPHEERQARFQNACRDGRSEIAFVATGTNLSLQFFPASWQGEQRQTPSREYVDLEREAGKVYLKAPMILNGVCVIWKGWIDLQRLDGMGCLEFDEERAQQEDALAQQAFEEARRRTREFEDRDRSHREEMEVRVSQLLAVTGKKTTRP
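Read-out: AlphaScreen. Format: His-CBF-beta with biotinylated RUNX1 (30 nM each) preincubated 20 min, compound 15 min, Ni-chelate plus streptavidin beads 90 min; room temperature throughout.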
NPSR antagonist – blocks cAMP signaling of the human neuropeptide S receptor | Q6W5P4 | CHO-NPSR cells, cAMP TR-FRET, antagonist mode | Potency, µM (series often up to 38.3 µM), without a hit: at the top dose activity change, negative = inhibition, most hits filed as inhibitors | actives 1% (n = 220,000); also: potency is read from the fitted curve at half-maximal effect; % is scaled to controls: 0 for no effect and ±100 for the full control effect; nearly all actives have a fitted effect of over 50% in size; many of its hits are not listed in these tables
Target sequence (Q6W5P4 whole entry, looked up): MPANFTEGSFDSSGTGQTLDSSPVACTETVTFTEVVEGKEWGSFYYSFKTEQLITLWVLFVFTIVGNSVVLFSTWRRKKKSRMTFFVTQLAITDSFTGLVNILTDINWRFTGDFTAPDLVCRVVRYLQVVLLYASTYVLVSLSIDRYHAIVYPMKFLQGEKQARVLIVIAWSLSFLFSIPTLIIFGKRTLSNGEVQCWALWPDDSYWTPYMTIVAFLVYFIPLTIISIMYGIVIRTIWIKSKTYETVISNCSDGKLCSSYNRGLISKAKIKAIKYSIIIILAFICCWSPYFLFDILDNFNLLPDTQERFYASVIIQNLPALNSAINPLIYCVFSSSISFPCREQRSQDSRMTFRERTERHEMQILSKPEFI
IMPase Li inh – membrane-permeable IMPase blocker, potentiated with lithium | CHO-M1 cells, IP1 TR-FRET (IP-One), carbachol + lithium | Potency, µM (series often up to 59.4 µM), for inactives: at the highest dose activity, negative = IMPase inhibition, actives largely listed as inhibitors | actives 0.35% (n = 210,000);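 also: IP1 builds up when IMPase is blocked and the TR-FRET signal falls; potency is read from the fitted curve at half-maximal effect; plate controls were basal vehicle for no effect and high inhibitor control for full effect; nearly all actives have a fitted effect of over 50% in size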
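CHO cells stably expressing M1 receptor (2000/well) were cultured 16–30 h, then exposed to compounds with a small lithium addition for 30 min at 37C. IP1 was measured by TR-FRET competition; AC50 from Hill fits.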
Numbers without * were called inactive; ? = inconclusive; . = not tested or not shown; [ ] = dose if it differs, or a comment. Unless noted, calls follow the shape of the dose curve; as a rule, active = well fitted curve in the direction sought with a large enough effect; inconclusive = small, poorly fitted or top-dose-only effect, or another doubt; inactive = no such curve, though single readings can be large; an effect the other way counts as inactive or inconclusive.

SMILES	Epigenetic reg	aGal spleen mod	Lamin A splicing	KinaseGlo FLuc	CBFb-RUNX1 inh	NPSR antagonist	IMPase Li inh
COCCCN1C(=O)C(=O)/C(=C(/O)c2ccc3c(c2)OCCO3)C1c1ccc(C(=O)OC)cc1 (configuration not stated)	-0.6%	1.4%	11.1%	-1.6%	6.5%	23.2%[46.1 µM]	-28.5%[38.3 µM]
CC1CCCN(CC(O)CN)C1 (configuration not stated)	1.0%	-2.6%	-7.2%	1.0%	3.4%	1.1%[46.1 µM]	-1.6%
CC(C)(C)[C@@H]1C=C(C(=O)O)O[C@H](OCc2ccc(CO)cc2)C1	0.0%	6.0%	.	.	4.4%	-7.9%	-8.3%
Cc1cccc(C(=O)Nc2sc3c(c2C(=O)O)CCC3)c1	1.1%	-1.0%	.	.	-6.2%	-33.0%	.
COC(=O)c1cc(Br)c(=O)n(Cc2ccco2)c1	3.4%	-9.3%	14.1%	-5.1%	6.3%	6.5%[7.67 µM]	-4.7%[38.3 µM]
Cc1ccccc1C(=O)OCc1cnc(Cl)s1	-1.0%	3.8%	4.0%[46 µM]	1.1%	8.3%	-3.4%	4.0%
Cn1c(SCC(=O)CC(=O)Nc2ccccc2)nnc1-c1ccc(O)cc1	-1.0%	1.2%	7.6%	1.4%	-12.3%	-5.1%	7.2%
Cc1ccccc1NC(=O)OCc1cn(-c2ccc(Cl)cc2)nn1	-1.2%	-2.4%	18.1%	-0.7%	4.1%	-7.9%[46.1 µM]	0.7%[38.3 µM]
Cn1c(SCC(=O)Nc2sccc2C(N)=O)nnc1-c1ccncc1	9.6%	0.4%	.	.	-9.4%	-17.1%	.
COCCn1c(=NC(=O)c2nc3ccccc3s2)sc2cc(S(C)(=O)=O)ccc21	1.0%	13.0%	-16.9%	0.2%	0.4%	?	22.4µM*
CC(C)NC(=O)C(=O)NCCCN1CCOCC1	-1.0%	5.1%	.	-4.0%	6.1%	-10.0%	5.5%
CCSc1nc2ccccc2c(=O)n1-c1c(C)n(C)n(-c2ccccc2)c1=O	3.8%	-3.6%	10.5%[46 µM]	0.0%	2.6%	2.1%	1.8%
O=C(CSc1nnc(Nc2ccccc2)s1)Nc1ccc(S(=O)(=O)N2CCOCC2)cc1	-1.6%	-0.1%	?	16.9%	-4.3%	-19.7%[46.1 µM]	42.3%[activator][38.3 µM]
O=C(c1ccc(C(=O)N2CCCc3ccccc32)nc1)N1CCCc2ccccc21	-2.2%	6.4%	14.2%	-2.6%	2.8%	-24.2%[46.1 µM]	8.6%[38.3 µM]
Cc1ccc(-c2cc(C(=O)Nc3cnn(C45CC6CC(CC(C6)C4)C5)c3)no2)cc1	-2.1%	-14.5%	5.4%	0.8%	10.9%	0.9%[46.1 µM]	38.1%[activator][38.3 µM]
S=c1[nH]nc(Nc2ccccc2)s1	0.9%	-0.5%	1.7%[9.22 µM]	-1.4%	-5.8%	0.0%	7.5%
Cc1cccc(-n2cc(-c3ccccc3)c3c(N4CCOCC4)ncnc32)c1	-7.2%	1.5%	?	-1.9%	-2.6%	-55.0%	9.4%
O=C(NCCN1CCN(c2ccccc2)CC1)c1ccc(NC(=O)C2CCCO2)cc1 (configuration not stated)	1.2%	8.2%	4.6%	0.0%	6.9%	-57.2%[46.1 µM]	29.5%[38.3 µM]
CCOc1ccc(NC(=S)Nc2ccc(Br)cc2Cl)cc1	1.2%	-1.2%	.	1.4%	7.2%	-14.9%	10.3%
CC(C)CN(C(=O)COC(=O)c1ccc2c(c1)NC(=O)CS2)C1CCS(=O)(=O)C1 (configuration not stated)	1.2%	-2.5%	14.3%	0.0%	3.4%	-0.2%[46.1 µM]	-4.3%[38.3 µM]
Cn1c(-c2ccccc2)c(CCO)c2ccccc21	0.0%	-7.4%	-4.2%	-3.7%	-2.4%	-21.4%[46.1 µM]	14.9%
CCC(=O)c1ccc(N2CCCC2)c(F)c1	-1.1%	-2.9%	-6.4%	1.4%	7.5%	7.2%[46.1 µM]	1.9%
COC(=O)N1CCC2(CCCN(C(=O)Nc3ccccc3)C2)CC1	.	4.4%	.	-1.4%	.	.	-1.2%
COc1ccccc1/C=C/C=N/N1CCN(Cc2cccc3ccccc23)CC1	0.0%	8.8%	-8.3%	-0.7%	-24.1%	-12.2%[46.1 µM]	14.2%[38.3 µM]
COc1ccc(NC(=O)c2cc(SC)ccc2Cl)cc1	1.0%	-3.1%	-8.9%	1.6%	3.9%	9.6%	4.6%

Other records follow:
SMILES	Epigenetic reg	aGal spleen mod	Lamin A splicing	KinaseGlo FLuc	CBFb-RUNX1 inh	NPSR antagonist	IMPase Li inh
COc1ccc(-c2nnc3sc(CCN4C(=O)c5ccccc5C4=O)nn23)cc1	-1.6%	-4.1%	2.2%	-2.2%	-10.7%	-8.2%[46.1 µM]	-5.9%[38.3 µM]
O=C(c1ccc(CS(=O)(=O)c2ccc(Br)cc2)o1)N1CCCC1	-3.1%	-3.6%	-4.9%	-1.0%	-3.1%	-6.6%[46.1 µM]	10.0%[38.3 µM]
CC1=CC(C2CC(=O)N(c3ccccc3C)C2=O)CC2C(=O)N(c3ccccc3C)C(=O)C12 (configuration not stated)	-1.1%	0.7%	-0.5%	-1.7%	-0.5%	-6.5%	-8.7%
CCSc1nnc(NC(=O)C(C)Sc2nc3ccccc3[nH]2)s1 (configuration not stated)	-1.0%	9.6%	-13.1%	4.1%	-9.8%	34.9%	-7.1%
CCN1C(=O)C(CC(=O)Nc2ccc(OC)cc2)N(Cc2cccs2)C1=S (configuration not stated)	0.0%	-6.6%	-0.8%	1.1%	0.1%	-11.4%[46.1 µM]	9.3%[38.3 µM]
CC(=O)c1ccc(OCCCC(=O)N2CCN(S(=O)(=O)c3cccs3)CC2)cc1	1.0%	-3.1%	?	-0.8%	8.1%	-5.7%[46.1 µM]	15.5%[38.3 µM]
COc1ccc(/C=N\NC(=O)C2C(=O)NCC2c2ccccc2)cc1O (configuration not stated)	1.1%	-3.7%	0.4%	-4.8%	-7.1%	-14.3%[46.1 µM]	-9.0%[38.3 µM]
Cc1nnc(SCC(=O)c2ccccc2F)n1Cc1ccccc1	0.0%	-20.6%	.	.	12.0%	-2.8%	.
CN(C(=O)CC1C(=O)NCCN1Cc1ccc(F)c(F)c1)C1CCOCC1 (configuration not stated)	0.3%	5.5%	3.2%[46 µM]	0.5%	4.1%	-13.7%	-1.2%
C=CCn1cc(C(C)=O)c(=O)[nH]c1=O	1.1%	7.0%	10.2%[46 µM]	-0.9%	-1.3%	4.1%	-1.2%
O=C(NCc1cccnc1)c1ccc(S(=O)(=O)N2CCCCCC2)cc1	-1.6%	-0.4%	-1.5%[46 µM]	-1.1%	-0.1%	-1.7%	-7.8%
CC(C)CNC(=O)c1ccccc1NC(=O)/C=C/c1cccc([N+](=O)[O-])c1	-1.1%	6.2%	-10.3%	1.7%	1.0%	7.1%	-1.7%
CCN(CC)C(=O)C1CCCN(c2ncnc3c2cnn3-c2cccc(C)c2)C1 (configuration not stated)	-2.9%	3.1%	-17.4%	-3.8%	-5.3%	-25.7%[46.1 µM]	0.8%[38.3 µM]
CS(=O)(=O)N(Cc1ccccc1)c1ccc(C(=O)NCc2cccnc2)cc1	0.0%	4.5%	1.1%	-4.0%	1.6%	-1.0%[46.1 µM]	27.1%[38.3 µM]
CSc1nc2c(c(=O)[nH]1)C(c1cccc(Br)c1)CC(=O)N2 (configuration not stated)	-2.1%	3.2%	-10.5%[46 µM]	-1.4%	-2.8%	-5.6%	3.7%
CCOC(=O)Cn1c(CN2CCOCC2)nc2c1c(=O)n(C)c(=O)n2C	0.0%	4.0%	-14.5%	0.0%	2.6%	-1.6%[46.1 µM]	24.3%[38.3 µM]
O=C1c2ccccc2C(=O)N1CSc1nnc(Nc2ccccc2)s1	0.0%	-8.3%	-4.8%[46 µM]	0.1%	-3.9%	0.0%	6.6%
COc1ccc(C(=O)Oc2ccc3c(C)cc(=O)oc3c2C(C)=O)cc1	3.2%	13.9%	-9.3%	-6.4%	-2.9%	11.2%	-3.3%
CC(=O)Nc1ccc2c(c1)N(C(=O)CN(C)C)c1ccccc1CC2	1.6%	7.1%	-5.2%	19.5%	13.9%	-6.4%[46.1 µM]	44.2%[activator][38.3 µM]

Ten neighbouring entries out of the list so far:
SMILES	Epigenetic reg	aGal spleen mod	Lamin A splicing	KinaseGlo FLuc	CBFb-RUNX1 inh	NPSR antagonist	IMPase Li inh
CCSc1nnc(NC(=O)C(C)Sc2nc3ccccc3[nH]2)s1 (configuration not stated)	-1.0%	9.6%	-13.1%	4.1%	-9.8%	34.9%	-7.1%
CCN1C(=O)C(CC(=O)Nc2ccc(OC)cc2)N(Cc2cccs2)C1=S (configuration not stated)	0.0%	-6.6%	-0.8%	1.1%	0.1%	-11.4%[46.1 µM]	9.3%[38.3 µM]
CC(=O)c1ccc(OCCCC(=O)N2CCN(S(=O)(=O)c3cccs3)CC2)cc1	1.0%	-3.1%	?	-0.8%	8.1%	-5.7%[46.1 µM]	15.5%[38.3 µM]
COc1ccc(/C=N\NC(=O)C2C(=O)NCC2c2ccccc2)cc1O (configuration not stated)	1.1%	-3.7%	0.4%	-4.8%	-7.1%	-14.3%[46.1 µM]	-9.0%[38.3 µM]
Cc1nnc(SCC(=O)c2ccccc2F)n1Cc1ccccc1	0.0%	-20.6%	.	.	12.0%	-2.8%	.
CN(C(=O)CC1C(=O)NCCN1Cc1ccc(F)c(F)c1)C1CCOCC1 (configuration not stated)	0.3%	5.5%	3.2%[46 µM]	0.5%	4.1%	-13.7%	-1.2%
C=CCn1cc(C(C)=O)c(=O)[nH]c1=O	1.1%	7.0%	10.2%[46 µM]	-0.9%	-1.3%	4.1%	-1.2%
O=C(NCc1cccnc1)c1ccc(S(=O)(=O)N2CCCCCC2)cc1	-1.6%	-0.4%	-1.5%[46 µM]	-1.1%	-0.1%	-1.7%	-7.8%
CC(C)CNC(=O)c1ccccc1NC(=O)/C=C/c1cccc([N+](=O)[O-])c1	-1.1%	6.2%	-10.3%	1.7%	1.0%	7.1%	-1.7%
CCN(CC)C(=O)C1CCCN(c2ncnc3c2cnn3-c2cccc(C)c2)C1 (configuration not stated)	-2.9%	3.1%	-17.4%	-3.8%	-5.3%	-25.7%[46.1 µM]	0.8%[38.3 µM]

Assay outcomes deposited in PubChem BioAssay by National Center for Advancing Translational Sciences (NCATS).

This is a subset; the hit share may differ from the screen's.
